Rad51 HR inh = Rad51 (human) homologous recombination inhibition; inhibition, % at 10 µM; 0.085% of 200,000 active; hRad51 DNA strand exchange, fluorescence dequenching; Q06609; AID 1385;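 active = inhibition above 40% at the single screening dose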;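 also: 0% = DMSO control wells and 100% = blanks with heterologous ssDNA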
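Test system – preformed human Rad51 ssDNA filaments · Reagent – Donor/quencher-labelled 47-bp dsDNA substrate · Incubation – 37 °C 15-min filament assembly, 30-min compound preincubation, 15-min exchange · Signal – FRET fluorescence dequenching, excitation 485 nm, emission 520 nm · Read-out – percent inhibition from fluorescence, normalised to plate control and blank means · Benchmarks – plate control and blank wells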
MDM2 E3 inh = Mdm2 E3 ligase (human) inhibition; cell-based MDM2 ubiquitination luciferase reporter, 2 h; 0 = plate control, 100 = twice control, blank-subtracted; signal enhancement, % at 5 µM; 0.11% of 210,000 active;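 active = signal enhancement of 30% or more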;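 also: luminescence tracks abundance of the self-degrading MDM2-luciferase fusion protein; higher signal means inhibition of MDM2 E3 ligase activity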
Target sequence (Q00987 whole entry, looked up, the tested form may be a part): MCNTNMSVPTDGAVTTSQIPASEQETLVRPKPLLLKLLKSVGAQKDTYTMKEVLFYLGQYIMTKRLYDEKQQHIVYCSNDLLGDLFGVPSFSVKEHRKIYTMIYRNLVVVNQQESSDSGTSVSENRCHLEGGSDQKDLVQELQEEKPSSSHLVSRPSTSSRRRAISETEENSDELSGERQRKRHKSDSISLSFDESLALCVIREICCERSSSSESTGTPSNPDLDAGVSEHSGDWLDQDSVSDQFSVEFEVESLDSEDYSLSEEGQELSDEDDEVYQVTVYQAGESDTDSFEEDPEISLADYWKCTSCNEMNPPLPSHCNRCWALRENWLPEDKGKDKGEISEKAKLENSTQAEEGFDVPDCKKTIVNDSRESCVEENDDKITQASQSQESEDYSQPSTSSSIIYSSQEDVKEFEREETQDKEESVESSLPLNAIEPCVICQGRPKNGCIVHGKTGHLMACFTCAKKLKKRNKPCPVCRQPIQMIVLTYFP
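system = mammalian cells stably expressing self-ubiquitinating, self-degrading MDM2 E3–luciferase fusion | quantity = 2000 cells per well seeded | incubation = 4 h cell settling then 2 h compound exposure, 37 °C | signal = SteadyLite luminescence, 15 min reagent step | benchmarks = plate control and blank wells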
FXIa inh 1536 = factor XIa (human) inhibition; P03951; purified FXIa, Boc-Glu-Ala-Arg-AMC fluorogenic substrate; inhibition, % at 5 µM; 0.14% of 220,000 active;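 active = inhibition of at least 40%; inactive = inhibition below 40%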;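 also: fluorescence of freed AMC excited at 355 nm; 0% = enzyme without compound and 100% = no enzyme blank; many of its hits are not listed in these tables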
eIF4E 4G PPI = blocks eIF4E binding to eIF4G; P63073+Q04637; TR-FRET eIF4E-eIF4GI(517-606) binding, 2 h; inhibition, % at 21.7 µM; 0.37% of 220,000 active; AID 782;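 active = inhibition above about 30%, limit read from the data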;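 also: 0% = full FRET control wells and 100% = background wells lacking eIF4GI fragment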
14-3-3 Bad PPI = disrupts binding of bovine 14-3-3 zeta to phospho-Bad peptide. AID 781. TR-FRET 14-3-3zeta/Dy647-pBad peptide displacement, 1 h. 0.71% of 220,000 active. inhibition, % at 21.7 µM;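 active = inhibition above about 70%, limit read from the data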;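 also: 0% = full 14-3-3 plus peptide FRET controls and 100% = background without 14-3-3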
Target sequence (P63103 whole entry, looked up): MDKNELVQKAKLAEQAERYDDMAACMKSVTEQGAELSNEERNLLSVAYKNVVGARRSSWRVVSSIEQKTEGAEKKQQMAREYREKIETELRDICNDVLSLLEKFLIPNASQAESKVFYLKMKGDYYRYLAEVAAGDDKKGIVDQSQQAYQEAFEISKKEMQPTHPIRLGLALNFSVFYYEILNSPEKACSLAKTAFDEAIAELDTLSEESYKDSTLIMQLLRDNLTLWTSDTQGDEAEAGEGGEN
p97 ATPase inh = blocks human p97 ATPase activity; P55072; recombinant p97 ATPase, Kinase-Glo ATP luminescence, 3 h; inhibition, % at 8 µM; 0.42% of 220,000 active; AID 1481; in the data active = inhibition above about 15%;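 also: 0% = DMSO vehicle and 100% = wells lacking enzyme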
hK5 inh = inhibitors of human kallikrein 5; AID 873; inhibition, % at 5 µM; recombinant hK5, fluorogenic AMC substrate cleavage; Q9Y337; 0.59% of 210,000 active;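 active = inhibition of 40% or more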;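 also: 0% = enzyme controls without compound and 100% = no-enzyme blanks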
Target sequence (Q9Y337 67-293 limits assumed): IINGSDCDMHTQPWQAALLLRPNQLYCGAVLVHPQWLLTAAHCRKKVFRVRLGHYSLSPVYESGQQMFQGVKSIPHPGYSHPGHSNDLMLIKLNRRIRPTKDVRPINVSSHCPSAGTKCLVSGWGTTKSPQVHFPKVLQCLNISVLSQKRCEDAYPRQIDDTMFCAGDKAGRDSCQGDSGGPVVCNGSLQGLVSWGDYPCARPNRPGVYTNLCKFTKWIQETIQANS
Wee1 stabilizer = inhibitors of human Wee1 degradation | HeLa Luc-Wee1K328M stability, luciferase luminescence; 100% = proteasome inhibitor MG132 effect | P30291 | 1.2% of 220,000 active | reporter increase, % at 5 µM;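 active = activation above the mean of all tested compounds plus 3 SD, set per screening run, cut at about 8.8% in these data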;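 also: cells exposed to compound for 20 h before luminescence read; 0% = DMSO alone and 100% = MG132 at 30 µM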
FXIIa inh 1536 = factor XIIa (human) inhibition; P00748; purified FXIIa, Boc-QGR-AMC fluorogenic substrate, 2 h; inhibition, % at 5 µM; 0.3% of 220,000 active; AID 800; in the data active = inhibition above about 40%;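 also: 0% = enzyme with no compound and 100% = blank without enzyme; many of its hits are not listed in these tables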
Starred values were filed as active, the others as inactive; · = no result given; [ ] = remark or other dose.

SMILES	Rad51 HR inh	MDM2 E3 inh	FXIa inh 1536	eIF4E 4G PPI	14-3-3 Bad PPI	p97 ATPase inh	hK5 inh	Wee1 stabilizer	FXIIa inh 1536
CCOC(=O)C(Sc1ncn[nH]1)c1ccccc1 (configuration not stated)	-0.3	7.5	-3.7	5.1	5.4[fluorescence artefact?]	2.5	-24.0	2.4	1.1
CC(C)(C)c1cc(NC(=O)c2ccc(OC3CCCC3)cc2)no1	-5.9	-29.2	-3.2	6.6	-10.9	-0.7	-11.4	-0.9	-0.1
CCC(C)/C(C)=N/NC(=O)CSc1nc2ccccc2[nH]1 (configuration not stated)	0.9	2.0	-1.2	-0.2	5.6	3.9	2.4	2.3	8.9
COC(=O)c1ccc(NC(=O)c2ccccc2-c2ccccc2C(=O)O)cc1	11.9	-7.6	-4.8	-2.0	-6.5	3.4	-7.0	-0.2	3.7
Cc1onc(-c2ccccc2Cl)c1C(=O)OCC(=O)Nc1cccc(S(=O)(=O)N(C)C)c1	2.5	3.3	-1.7	2.6	7.2	0.6	-1.1	1.3	·
CCCN(CCC)C(=O)CP(=O)(c1ccccc1)c1ccccc1	-2.0	-12.6	-4.4	-10.7	-14.1	0.1	-10.3	0.9	1.4
CCOc1ccc(CN(C(=O)c2cc3ccccc3oc2=O)C2CCS(=O)(=O)C2)cc1 (configuration not stated)	·	-2.6	1.1	4.2	-0.3	7.1	0.9	1.9	1.2
Cc1cc([N+](=O)[O-])nn1Cn1nc([N+](=O)[O-])cc1C	4.8	-5.3	-2.7	3.3	-5.6	5.1	0.0	-1.1	3.2
CCc1c(C(=O)NCCc2ccc(OC)c(OC)c2)[nH]c(C)c1C(C)=O	1.5	5.8	-11.8	-4.5	-7.5	2.7	-19.5	-2.8	15.4
CCN1C(=O)CC(N2CCN(c3ccc(C(=O)c4ccccc4)cc3)CC2)C1=O (configuration not stated)	4.8	11.7	2.0	-4.5	9.1	-3.3	4.7	6.5	4.2
c1csc(C(c2nnnn2C2CCCC2)N2CCCC3(CCCCC3)C2)c1 (configuration not stated)	2.1	-23.2	7.7	-4.0	-6.4	-3.1	-6.3	-0.9	14.8
C=CCNC(=O)/C(C#N)=C/c1c(C)nn(-c2ccccc2)c1Cl	-1.7	-9.6	-5.3	-2.5	0.3[fluorescence artefact?]	-1.1	-17.6	2.0	-5.5
CCCNC(=O)C1CCN(c2cc(-c3ccccc3)nc3ncnn23)CC1	-4.3	-6.8	-3.9	0.0	-0.6	-1.1	-1.5	-2.3	8.5
O=c1[nH]c(=O)n(Cc2ccccc2)c2c1CCC2	-7.8	-0.6	2.6	-2.0[fluorescence artefact?]	6.8	3.4	-3.7	-2.1	4.8
COc1ccc(-c2cc(C(=O)Nc3cc(C)on3)no2)cc1	1.0	8.5	-3.0	1.1	18.5	0.6	0.7	-3.2	7.7
O=C(Cc1cccs1)Nc1nnc(C2CC2)s1	6.7	-16.3	-1.4	-4.7	-3.2	-0.7	-14.4	3.1	-3.5
Cc1ccc(-n2cc(-c3ccccc3)[nH]c2=O)cc1F	2.0	-8.4	0.9	-0.6	11.2	4.5	5.4	-0.9	9.8
CC12CN3CC(C)(CN(C1)C3c1ccccc1Cl)C2O (configuration not stated)	-10.9	-1.4	0.6	1.4[fluorescence artefact?]	0.8	10.9	-15.1	-1.8	9.4
COc1ccc(-c2cn3cccnc3n2)cc1NC(=O)c1cccs1	1.9	-10.9	4.9	-0.3	5.3	5.8	-3.8	1.6	7.3
Cc1onc(-c2ccccc2Cl)c1C(=O)N/N=C(\N)COc1ccc(Cl)cc1	·	1.9	-12.9	0.4	0.0	0.9	-70.2	2.1	-4.0
CCc1ccc2oc(C(=O)NCc3ccncc3)c(C)c2c1	5.2	·	7.8	0.9	-15.4	-1.4	-3.9	2.6	12.1
Cc1ccnc(Nc2nc3ccccc3s2)n1	·	-36.7	-7.7	-3.1	-0.6	3.1	-6.3	-1.5	0.2
CC1(C)Oc2ccccc2OC1(O)c1ccc2ccccc2n1 (configuration not stated)	15.5	5.4	4.2	0.7	-4.7	3.1	-3.1	-3.2	11.3
CCn1cc(/C=C/C(=O)NCc2c(C)nn(C)c2C)cn1	-3.1	-17.0	-16.4	5.3	-14.8	-2.4	-10.0	-3.4	-6.4
O=C(NC(=S)Nc1cccc2ncccc12)c1cccs1	18.9	-21.4	-1.3	-0.3	-14.3	-0.6	-3.2	1.6	11.0
O=C(CC1C(=O)N(c2ccccc2)C(=O)N1Cc1ccco1)Nc1ccccc1 (configuration not stated)	-0.7	-14.3	-4.4	3.2	-2.8	4.3	10.7	0.4	5.5
CC(NC(=O)c1ccc(F)cc1)c1ccccc1 (configuration not stated)	9.0	0.9	-3.9	-0.2[fluorescence artefact?]	-0.7	0.3	30.4	-0.9	14.5
CC(C)(C)c1ccc(S(=O)(=O)N2CCC(c3nc4ccc(Cl)cc4[nH]3)CC2)cc1	-0.1	-10.7	-6.2	-9.0[fluorescence artefact?]	-6.6	-8.0	6.2	-0.9	0.9
O=C1C=CC(=O)N1c1ccc(OC(F)F)cc1	24.0	4.3	4.7	10.9	11.2[fluorescence artefact?]	-1.2	-4.5	-2.6	-0.4
Cc1[nH]c2ccccc2c1/C=C/C(=O)c1ccccc1	1.0	-18.4	4.7	-4.5	-11.9	1.3	-4.8	-3.7	14.6
CCCn1c(=S)[nH]c2cc(C(=O)N3CCN(c4ccccc4OC)CC3)ccc2c1=O	2.1	-2.9	4.1	1.8[fluorescence artefact?]	-15.0	4.6	-9.9	1.5	12.4
Cn1c(=O)c2[nH]c(NCC3CCCO3)nc2n(-c2ccccc2)c1=O (configuration not stated)	-1.7	-16.6	5.3	-1.6	0.7	3.5	-7.5	4.4	13.6
O=C(Nc1nc2c(Br)cc(Br)cc2c(=O)s1)C1CCC1	-28.3	-12.2	4.5	-2.9	-2.2	6.4	4.9	0.5	10.4
COC(=O)C1=C(C(=O)OC)C(c2cc(Br)ccc2O)c2sc(=O)[nH]c2S1 (configuration not stated)	-14.3	-8.4	2.5	3.0	-11.1	-0.9	-17.5	0.9	6.4
CCOC(=O)c1sc(NC(=O)CCCn2nc([N+](=O)[O-])cc2C)c(C(=O)OCC)c1C	-17.9	7.0	6.6	3.2[fluorescence artefact?]	-11.2	9.6	-5.1	-1.3	15.9
O=c1oc2cc(OCc3nn[nH]n3)ccc2c2c1CCCC2	-4.4	6.4	5.1	7.4	14.4	-1.3	5.9	1.3	9.5

Five entries from above, sorted by molar mass, highest first:
SMILES	Rad51 HR inh	MDM2 E3 inh	FXIa inh 1536	eIF4E 4G PPI	14-3-3 Bad PPI	p97 ATPase inh	hK5 inh	Wee1 stabilizer	FXIIa inh 1536
CC(C)(C)c1ccc(S(=O)(=O)N2CCC(c3nc4ccc(Cl)cc4[nH]3)CC2)cc1	-0.1	-10.7	-6.2	-9.0[fluorescence artefact?]	-6.6	-8.0	6.2	-0.9	0.9
Cn1c(=O)c2[nH]c(NCC3CCCO3)nc2n(-c2ccccc2)c1=O (configuration not stated)	-1.7	-16.6	5.3	-1.6	0.7	3.5	-7.5	4.4	13.6
O=C(NC(=S)Nc1cccc2ncccc12)c1cccs1	18.9	-21.4	-1.3	-0.3	-14.3	-0.6	-3.2	1.6	11.0
Cc1[nH]c2ccccc2c1/C=C/C(=O)c1ccccc1	1.0	-18.4	4.7	-4.5	-11.9	1.3	-4.8	-3.7	14.6
CC(NC(=O)c1ccc(F)cc1)c1ccccc1 (configuration not stated)	9.0	0.9	-3.9	-0.2[fluorescence artefact?]	-0.7	0.3	30.4	-0.9	14.5

Other results
SMILES	Rad51 HR inh	MDM2 E3 inh	FXIa inh 1536	eIF4E 4G PPI	14-3-3 Bad PPI	p97 ATPase inh	hK5 inh	Wee1 stabilizer	FXIIa inh 1536
CC1(C)N=C(c2cccc(F)c2)C(=O)N1	4.1	·	-1.5	4.1	1.3[fluorescence artefact?]	2.8	-7.0	-0.6	5.1
CCC(CO)NC(=O)c1cc2c(s1)CCC2 (configuration not stated)	-3.1	-2.8	2.2	2.2	14.7	0.9	-1.6	-1.1	8.6
O=c1cc(CN2CCc3ccccc32)c2ccc(O)cc2o1	17.8	-18.6	0.3	1.5	-25.6	8.3	-2.2	0.5	3.7
Cc1cccc(C)c1NC(=O)C(=O)c1cn(C)c2ccccc12	6.4	-13.4	-4.9	-0.7	-8.5	-1.6	-7.0	0.8	-1.9
COc1ccc(-c2cc3c(=O)n(CC(=O)NC4CCN(Cc5ccccc5)CC4)ncn3n2)cc1	-0.7	-7.3	0.4	-4.1	14.1[fluorescence artefact?]	-5.0	12.7	0.3	12.1
COc1ccccc1-c1cc(C(=O)N/N=C/c2ccc(C)s2)c2ccccc2n1	·	-2.9	0.7	-28.9	-10.4	1.2	-9.1	0.9	-8.6
O=C1CNC(=S)N1Cc1ccccc1	2.4	-6.9	-6.5	-2.2	-5.7	-1.6	-15.3	9.5*	2.5
O=C1CC(c2ccc3c(c2)OCO3)c2cc3c(cc2N1)OCO3 (configuration not stated)	-2.5	-3.4	-2.8	0.3	-9.4	-1.4	-7.0	-0.1	-0.4
COC(=O)c1cc(NC(=O)c2ccc(Cn3cc(Cl)cn3)o2)cc(C(=O)OC)c1	·	-4.3	3.9	-2.8	18.0	-2.2	-17.8	1.5	18.1
COc1ccccc1N(C(=O)c1snc(C(N)=O)c1N)C(C(=O)NCCC(C)C)c1ccco1 (configuration not stated)	10.3	17.9	2.7	-12.4	8.8	-4.7	-0.5	-3.4	13.5
Cc1ccccc1N1CCN(CCCN2C(=O)CC(=C(c3ccccc3)c3ccccc3)C2=O)CC1	-14.7	5.1	2.0	1.6	10.8	-5.2	0.2	2.0	8.1
Cc1[nH]ccc(=O)c1OCc1ccc(Cl)cc1	2.0	-17.4	3.3	·	·	-0.1	-5.2	0.1	8.0
O=C(CCc1nnc(C2CCCCC2)o1)N1CCN(c2ccccc2F)CC1	29.8	-1.5	-1.3	-0.1	-13.3	-3.2	·	1.7	6.7
C=CCn1c(-c2cc3cccc(OC)c3o2)n[nH]c1=S	3.8	-15.2	-0.2	7.7	8.5	7.2	-5.0	2.1	2.2
O=C(CSc1nnc([C@@H]2CCCN2)o1)c1ccc(Cl)cc1	3.1	-25.0	-5.8	1.0	1.5[fluorescence artefact?]	-0.2	-18.5	2.1	6.1
Cc1nnc(NC(=O)/C=C/c2ccco2)s1	·	-4.6	-0.5	4.7	8.6	2.7	-3.5	-2.0	7.5
CCC(=O)Nc1cc(ON=C(C)C)cc([N+](=O)[O-])c1	5.9	1.9	5.7	2.5	-3.0[fluorescence artefact?]	-6.0	-4.5	-1.6	3.1
COc1ccc(CN2CCN(S(=O)(=O)c3ccc(NC(C)=O)cc3)CC2)c(OC)c1OC	0.7	-20.8	-4.0	2.5	28.1	2.3	-3.7	-2.1	1.9
Clc1ccc(-n2cnnn2)cc1	0.1	-11.3	-12.7	-5.5[fluorescence artefact?]	-1.7[fluorescence artefact?]	3.9	-25.0	1.5	6.4
COc1ccc(S(=O)(=O)N2CCCC2C(=O)Nc2ccc(O)cc2)cc1 (configuration not stated)	-4.9	-18.4	3.5	6.7	3.1[fluorescence artefact?]	3.1	12.1	1.6	13.2
